# HIF-2a inh = inhibitors of HIF-2a; 786-0 RCC cells HIF-2a reporter, luciferase luminescence, overnight; inhibition, % at 18.8 µM; actives 0.72% (n = 360,000);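 active = inhibition of the luminescence signal of 40% or more relative to plate controls, in a single-dose primary screen at 18.75 µM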
# NR2E3 ag-1 = activates human photoreceptor nuclear receptor NR2E3; GST-NR2E3/biotin-RetCOR TR-FRET, 1536-well; AID 2300; actives 0.12% (n = 320,000); inhibition of corepressor binding, % at 4.78 µM;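 active = percent inhibition above the cutoff of mean plus 3 SD of all tested compounds, set per screening campaign, cut at about 20% in these data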;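 note: 0% = DMSO wells and 100% = biotin wells as full block of FRET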
# Target sequence (Q9Y5X4 whole entry, looked up): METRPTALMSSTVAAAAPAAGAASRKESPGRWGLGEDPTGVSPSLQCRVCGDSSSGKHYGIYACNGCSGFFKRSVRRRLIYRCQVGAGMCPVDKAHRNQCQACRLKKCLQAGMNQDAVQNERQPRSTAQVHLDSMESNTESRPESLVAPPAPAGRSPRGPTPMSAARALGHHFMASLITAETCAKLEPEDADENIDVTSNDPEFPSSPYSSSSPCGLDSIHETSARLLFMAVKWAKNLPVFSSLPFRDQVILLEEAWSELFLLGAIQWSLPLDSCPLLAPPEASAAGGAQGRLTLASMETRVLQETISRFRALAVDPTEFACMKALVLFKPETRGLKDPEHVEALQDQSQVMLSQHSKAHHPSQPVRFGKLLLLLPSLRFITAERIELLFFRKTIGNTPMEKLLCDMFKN
#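 Test system: GST-NR2E3 and biotin-RetCOR proteins | Quantity: 1.35 nM GST-tagged NR2E3 final | Medium: Tris pH 7.5 | Also added: 7 nM biotin-RetCOR | Dosing: Compound at 4.8 µM, single dose | Timing: 5 h at 4 °C | Detection: Time-resolved FRET | Read-out basis: Percent inhibition | Benchmarks: Biotin wells as high control, 0.6% DMSO wells as low control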
# Peg3 prom inh = inhibitors of Peg3 promoter; HeLa PEG-Prom luciferase reporter, luminescence, overnight; actives 1.7% (n = 360,000); inhibition, % at 20 µM;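 active = inhibition of at least 50% at 20 µM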
# aDG glyco up = increases alpha dystroglycan glycosylation | Pro5-aDG cells, alpha-DG glycosylation AlphaScreen (IIH6); 0% Pro5, 100% B10-LARGE cell signal | AID 624168 | actives 0.22% (n = 360,000) | activation, % at 10 µM;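 active = activation of at least 8% versus controls, or a plate z-score of at least 8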;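 note: Pro5 are CHO cells carrying HIG-tagged alpha-DG that lacks glycosylation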
# Vif inh = HIV Vif inhibition; HEK293T cells, Vif self-association by quenched fluorescence, imaging, 24 h; inhibition, % at 7.49 µM; actives 0.35% (n = 340,000); AID 602346; in the data active = inhibition above about 50%, passing the limit was not always enough; note: some results filed as inactive read as strong as hits
# iPSC survival up = increases survival of single human iPS cells | survival enhancement, % at 20 µM | actives 0.044% (n = 360,000) | hiPSC single-cell survival, ATPlite luminescence; 100% = ROCK inhibitor wells, 0% = DMSO; in the data active = survival enhancement above about 18%;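 note: cells exposed to compounds for 16 hours before the ATP read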
# MITF TRPM1 inh = inhibitors of MITF-driven TRPM1 promoter in melanoma cells | SK-MEL-5 TRPM1 promoter luciferase, 24 h | inhibition, % at 12.5 µM | actives 0.83% (n = 330,000);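 active = mean inhibition across replicates of 60% or more, whatever share of single replicates reaches that level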; note: values of inactives mirror those of a sister screen read the other way
# Granule exo inh = lytic granule exocytosis inhibition; actives 0.66% (n = 360,000); TALL-104 LAMP-1 surface exposure, flow cytometry; cells stimulated with thapsigargin and PMA; AID 651702; inhibition, % at 10 µM;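 active = inhibition above about 55%, limit read from the data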
# NR2E3 ag-2 = activates human NR2E3 receptor | Q9Y5X4 | actives 0.35% (n = 360,000) | inhibition of corepressor binding, % at 3.98 µM | AID 602229 | CHO-S Gal4-NCOR/VP16-NR2E3 two-hybrid, luciferase;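 active = inhibition above the mean of all tested compounds plus 3 SD, cut at about 70% in these data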;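 note: 0% = DMSO with NR2E3 transfected cells and 100% = cells lacking NR2E3 construct; higher means lower luciferase signal from less NR2E3 corepressor binding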
# CaV13 ICDI inh = Primary screen for inhibitors of IQ motif and Ca2+-dependent inactivation inhibitor domain binding in CACNA1D, Förster resonance energy transfer in living cells, …; HEK cells, CFP/YFP FRET ICDI-IQ, plate reader, 10 min; percent FRET-ratio fall versus neutral wells; inhibition, % at 12.3 µM; actives 0.098% (n = 340,000);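 active = mean replicate inhibition of at least 30% and at least 1% of replicates passing that level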;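 note: 0% = median of the neutral control wells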
# PDI inh = inhibitors of human protein disulfide isomerase; P07237; PDI insulin aggregation turbidity, A650, 90 min; inhibition, % at 10 µM; actives 0.052% (n = 350,000); AID 588391;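 active = mean inhibition across replicates of 30% or more, whatever share of single replicates reach that level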;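 note: absorbance from insulin aggregation driven by PDI reduction with DTT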
# Target sequence (P07237 whole entry, looked up): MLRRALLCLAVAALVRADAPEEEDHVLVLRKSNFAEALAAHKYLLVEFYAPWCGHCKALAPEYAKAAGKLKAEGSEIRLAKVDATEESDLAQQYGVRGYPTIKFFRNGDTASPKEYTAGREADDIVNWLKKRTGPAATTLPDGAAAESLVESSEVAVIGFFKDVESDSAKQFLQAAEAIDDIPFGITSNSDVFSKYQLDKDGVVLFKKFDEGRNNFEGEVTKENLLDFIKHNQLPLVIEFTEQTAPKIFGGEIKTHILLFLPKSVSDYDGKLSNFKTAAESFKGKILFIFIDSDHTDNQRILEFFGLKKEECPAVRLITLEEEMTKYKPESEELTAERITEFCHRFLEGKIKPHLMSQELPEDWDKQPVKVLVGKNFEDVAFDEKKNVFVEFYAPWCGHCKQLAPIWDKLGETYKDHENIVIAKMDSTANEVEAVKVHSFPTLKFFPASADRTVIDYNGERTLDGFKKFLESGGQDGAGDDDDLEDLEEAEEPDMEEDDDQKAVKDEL
# Starred values were filed as active, the others as inactive; nt = not tested or not shown.
# Below each compound – HIF-2a inh	NR2E3 ag-1	Peg3 prom inh	aDG glyco up	Vif inh	iPSC survival up	MITF TRPM1 inh	Granule exo inh	NR2E3 ag-2	CaV13 ICDI inh	PDI inh
COc1ccc(C/C(C)=N/NC(=S)Nc2ccccc2F)cc1
→ -154	-2	-240	0.1	3	-0.8	-45	0	-46	3	2
O=[N+]([O-])c1ccc(O)c(/C=N/Nc2ccccc2[N+](=O)[O-])c1
→ -58	-1	-99	-0.1	nt	0.3	-15	0	-40	-2	-9
CCCCN1CC[C@H]2C=CC[C@@H](C(=O)Nc3ccc(Cl)cc3Cl)[C@H]2C1=O
→ 22	1	27	0.4	-1	4.2	11	-1	3	-9	0
COc1ccc(CN(C)C(=O)c2cc(S(=O)(=O)NCc3ccccc3)ccc2C)c(OC)c1
→ 11	-1	23	0.2	-1	0.2	15	-4	-1	-2	0
CCC(=O)OCC(=O)Nc1ccc2c(c1)OCO2
→ -23	2	-4	-0.4	6	1.5	1	5	1	-6	2
COc1ccc(CNn2c(-c3cccc(C)c3)nc3ccccc3c2=O)cc1OC
→ -7	6	57*	2.0	-3	-0.5	6	1	30	-8	3
COc1ccc(NC(=O)CC(=O)Nc2ccc(OC)cc2)cc1
→ 26	-2	9	0.0	-39	-0.8	0	-3	16	-4	2
O=C(NC(=S)Nc1ccccc1Br)C1CCCCC1
→ -208	nt	-119	0.2	-16	-3.4	-14	2	-27	-5	3
O=C(NCCN1CCOCC1)C(=O)NCC1OCCCN1S(=O)(=O)c1ccc(F)cc1 (configuration not stated)
→ 12	-2	-21	-0.1	1	-0.1	2	-15	1	-2	0
Cc1nn(-c2ccccc2)c(Cl)c1C(=O)N1CCN(c2ncnc3c2cnn3-c2ccccc2)CC1
→ 12	0	114*	0.0	-16	2.3	51	11	0	nt	1
Cc1ccccc1NC(=O)COC(=O)c1ccccc1SCC(=O)N1CCCC1
→ 11	-1	-10	0.3	-5	0.3	2	1	-46	nt	2
COc1cc(C(=O)OCC(=O)Nc2cccc(S(=O)(=O)N3CCCC3)c2)ccc1OCC(C)C
→ -30	2	-37	0.1	1	-0.5	-4	16	-6	-7	-2
O=C(NCc1ccccn1)c1ccc(NS(=O)(=O)c2cccc(Cl)c2)cc1
→ 17	nt	6	-0.2	-8	-0.1	-1	-4	-26	-1	10
CC(=O)Oc1ccc(/C=N/NS(=O)(=O)c2ccc(C)cc2)c(OC(C)=O)c1
→ 14	2	-6	0.1	11	0.5	19	29	-10	-5	-5
O=C(C(=O)N1CCCc2ccccc21)c1cn(CC(=O)N2CCOCC2)c2ccccc12
→ 5	0	8	0.3	12	-0.5	13	-5	0	6	-6
CCc1cccc(CC)c1N(COC)C(=O)Cn1cnc2ccccc21
→ 2	5	16	0.1	-1	-0.4	nt	-2	-6	-5	-1
COc1ccc(C(C(=O)NC2CCCCC2)N(C(=O)c2ccco2)c2ccccc2C(C)=O)cc1 (configuration not stated)
→ 8	3	9	-0.1	-3	0.4	nt	-14	12	-4	13
Cc1ccc(S(=O)(=O)N2[C@@H](c3ccc4c(c3)OCO4)C(C(=O)O)=C[C@H]2C(C)(C)C)cc1
→ 6	nt	-3	-0.3	nt	1.4	5	-1	-47	-6	-6
COc1ccc(-c2nnc(SC(C)C(=O)Nc3ccc4c(c3)OCCO4)o2)cc1 (configuration not stated)
→ -219	3	-262	0.1	3	-2.8	-85	-3	-68	-8	-8
NC(=O)CN(C/C=C/c1ccccc1)C/C=C/c1ccccc1
→ 13	4	6	-0.1	-3	0.2	8	-3	-4	6	5
COC(=O)c1cc2c(C(F)(F)F)nn(C)c2s1
→ 15	1	1	0.0	-3	0.6	3	-3	-21	-3	6
Cc1csc2c(C#N)c(=O)c3c(n12)CCC3
→ 15	3	21	0.3	7	3.3	-13	-3	0	nt	-6
CC(CNC(=O)CCC(=O)N1CCOc2ccccc21)c1ccccc1 (configuration not stated)
→ 1	-2	8	0.1	-5	-2.9	nt	-3	2	-8	nt
N=c1n(CCN2CCOCC2)c2ccccc2n1CC(=O)c1ccc(Cl)c(Cl)c1
→ -32	2	5	7.7*	-1	1.3	-3	-1	-43	-5	5
COc1cc([N+](=O)[O-])ccc1NC(=S)Nc1cccc(C(=O)O)c1
→ -6	-2	-6	-0.1	-2	0.4	-3	1	-15	-5	3
NC(=O)C1CCN(C(=O)CN(C2CCCCC2)S(=O)(=O)c2ccc(F)cc2)CC1
→ 7	-3	12	0.0	0	0.1	4	13	-11	-4	4
CNC(=O)C1=C(C)NC(=S)NC1c1cccs1 (configuration not stated)
→ 10	1	3	-0.4	-1	0.6	-1	-4	-13	-5	-4
COc1ccc(-c2cc(C(=O)N3CCCC3)no2)cc1
→ -8	4	-56	0.0	-4	-0.7	19	7	-138	-3	3
Cc1cc([N+](=O)[O-])ccc1N=Nc1c(N)[nH]n(-c2ccccc2)c1=O
→ -95	2	-4	-0.7	-1	-0.4	-2	-4	-5	-4	-5
CC1CCCC(C)N1CC(C)(C)NS(=O)(=O)c1ccc(Cl)cc1 (configuration not stated)
→ 10	-3	0	0.1	0	-2.9	4	-6	5	nt	14

# Molecules listed so far containing an aryl thioether with sulfur outside any ring:
# Below each compound – HIF-2a inh	NR2E3 ag-1	Peg3 prom inh	aDG glyco up	Vif inh	iPSC survival up	MITF TRPM1 inh	Granule exo inh	NR2E3 ag-2	CaV13 ICDI inh	PDI inh
Cc1ccccc1NC(=O)COC(=O)c1ccccc1SCC(=O)N1CCCC1
→ 11	-1	-10	0.3	-5	0.3	2	1	-46	nt	2
COc1ccc(-c2nnc(SC(C)C(=O)Nc3ccc4c(c3)OCCO4)o2)cc1 (configuration not stated)
→ -219	3	-262	0.1	3	-2.8	-85	-3	-68	-8	-8

# Continued:
# Below each compound – HIF-2a inh	NR2E3 ag-1	Peg3 prom inh	aDG glyco up	Vif inh	iPSC survival up	MITF TRPM1 inh	Granule exo inh	NR2E3 ag-2	CaV13 ICDI inh	PDI inh
Cc1cc(=O)c2cc(C(=O)c3ccccc3)ccc2[nH]1
→ -38	-2	-42	0.2	-4	1.4	3	1	-4	-12	-8
Cc1nc(NC(=O)C2CC2)sc1C(=O)Nc1ccccc1Cl
→ -248	nt	-169	-0.1	15	0.3	-66	-5	-70	-3	-5
c1ccc(C2(CNc3ccccn3)CCCC2)cc1
→ -10	1	19	-0.1	5	0.1	11	3	10	-8	-11
COc1ccc(C2C(C#N)=C(N)OC3=C2C(=O)CCC3)cc1OC (configuration not stated)
→ 5	-1	6	-0.2	0	-1.1	0	-2	14	-6	3
O=S(=O)(Cc1ccco1)Cc1nc(-c2ccc(Cl)cc2)cs1
→ -50	-1	-7	0.1	-5	-0.5	nt	1	-3	5	-2
COc1ccc(CCNC(=O)[C@@H]2C[C@H]2c2ccccc2)cc1OC
→ 20	2	10	-0.2	-4	3.0	-9	3	-13	-2	-6
Cc1cc(C)c2c(N)c(S(=O)(=O)c3ccccc3)sc2n1
→ 19	0	21	2.0	nt	1.0	7	-2	8	-4	6
O=C(NCc1ccco1)C1CC(c2ccc(Cl)c(Cl)c2)=NO1 (configuration not stated)
→ -2	2	8	-0.3	3	-1.8	nt	24	-22	7	0
CN(CC(=O)Nc1ccc(F)c(F)c1F)C(=O)c1ccc(N2CCCC2=O)cc1
→ 15	nt	20	-0.2	4	-0.5	-11	-2	-10	-5	-27
CCC(=O)Nc1cccc(NC(=O)c2cccc([N+](=O)[O-])c2)c1
→ -36	-2	0	0.0	0	0.7	1	-1	5	-7	-7
COc1ccc(N(CC(=O)N2CCc3ccccc3C2)S(C)(=O)=O)cc1Cl
→ 14	-2	16	0.1	29	0.3	1	-5	8	-10	1
CSc1ncccc1C(=O)NC1CC(C)(C)Cc2c1cnn2-c1ccccc1C (configuration not stated)
→ -20	3	-9	-0.1	-5	0.1	1	2	-29	-4	12
CCn1nnc2cc(C(=O)Nc3cc(OC)cc(OC)c3)ccc21
→ -118	4	-98	0.8	-1	1.3	-56	1	-23	-5	1
CCN(CC)C(=O)C1=C(C)N(Cc2ccccc2)C(=O)C(CC(=O)NCC2CCCCC2)C1 (configuration not stated)
→ -9	nt	-1	0.2	-4	0.4	nt	3	-31	-5	9
CCOC(=O)c1ccc(N2C(=O)CC(SCC(N)C(=O)OCC)C2=O)cc1 (configuration not stated)
→ 0	2	5	0.0	2	-0.9	4	-2	-8	-4	-3
N#Cc1c(N)[nH]c(C(=O)c2ccccc2)c1-c1ccccc1Br
→ -17	nt	nt	-0.1	nt	-0.5	nt	-6	-4	-11	nt
CC(=O)c1ccc(NC(=O)C2CC(=O)N(Cc3ccccc3)C2)cc1 (configuration not stated)
→ -182	3	-201	0.1	18	-1.5	-57	0	-84	-9	-2
Cc1cc(C)nc(NS(=O)(=O)c2ccc(NC(=O)CCC3COc4ccccc4O3)cc2)n1 (configuration not stated)
→ 7	0	7	-0.1	nt	6.1	-15	1	-25	nt	-3
Cc1nc(N)sc1-c1csc(N(C)c2ccc(O)cc2)n1
→ -8	1	-260	-0.3	-9	-1.3	-38	-4	-44	-7	-4
O=S(=O)(NCc1csc(-c2cccnc2)n1)c1cccs1
→ -17	-2	-9	0.1	-1	-1.7	nt	2	-11	-7	nt
COc1ccc(C(=O)C2CCN(C(=S)Nc3ccc(F)cc3)CC2)cc1
→ 10	1	15	0.1	-2	-1.9	-6	-4	21	-5	3
COCCNC(=O)CCC(=O)NNc1nc2ccccc2c2nc(C)nn12
→ 20	-3	10	0.0	nt	3.5	-4	-2	2	7	3
COc1ccccc1NC(=O)C(C)OC(=O)C1CC(=O)N(c2ccc3c(c2)OCCO3)C1 (configuration not stated)
→ 4	-3	13	-0.5	-4	1.7	5	-1	-7	-4	-12
COC(=O)CCCC1=CC2=CC(=O)C(C)(OC(=O)c3cccs3)C(=O)C2=CN1CCc1ccccn1 (configuration not stated)
→ 6	-1	-5	0.0	-2	1.7	-1	-1	-11	-4	-5
O=C(NNc1nc(-c2ccccc2)cs1)c1ccc(F)cc1
→ -5	0	1	0.1	-2	-0.3	-3	-3	-37	-1	-4
COc1ccc(/C=C2\CCCC(C(=O)C(F)(F)F)=C2O)cc1
→ -127	5	-134	0.1	4	-3.0	-59	-1	-2	-4	11
Cn1c(SCc2ccc(C(C)(C)C)cc2)nnc1C1COc2ccccc2O1 (configuration not stated)
→ 15	1	11	0.1	-7	-0.3	nt	-1	-29	-5	-2
Cn1c(N)c(S(=O)(=O)N2CCCC2)c(=O)n(C)c1=O
→ 14	-2	6	0.0	3	-0.5	2	10	-12	-5	-2
CC(C)c1ccc(NC(=O)c2ccc3c(c2)C(=O)N(Cc2cccnc2)C3=O)cc1
→ 14	4	19	-0.4	-3	0.2	16	17	4	-5	0
Cc1sc2ncnc(N3CCCCC3C)c2c1C (configuration not stated)
→ 15	3	16	0.9	nt	-0.9	6	0	11	-4	-9
O=C(/C=C/c1ccoc1)c1ccccc1O
→ 9	-2	-10	-0.3	-1	0.2	3	3	4	-2	7
Cc1ccc(N2C(=O)N(CC(=O)Nc3c(C)cc(C)cc3Cl)C(=O)C2C)cc1 (configuration not stated)
→ -17	1	-7	0.2	17	-0.6	5	-2	-12	-5	-4
